Compound activity as filed in PubChem BioAssay.
dFosB act: mouse delta FosB homodimer activation; purified delta FosB, TAMRA-CDK5 oligo fluorescence polarization; percent of positive-control signal above neutral wells; activation, % at 25 µM; hit rate 0.99% among 340,000; AID 493131;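 active = mean activation above about 17%, with every replicate also reaching it, limit read from the data, passing the limit was not always enough; inconclusive = only one of the two conditions met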;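 note: fluorescence polarization rise as delta FosB binds a TAMRA Cdk5 AP-1 oligo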
Target sequence (P13346 whole entry, looked up): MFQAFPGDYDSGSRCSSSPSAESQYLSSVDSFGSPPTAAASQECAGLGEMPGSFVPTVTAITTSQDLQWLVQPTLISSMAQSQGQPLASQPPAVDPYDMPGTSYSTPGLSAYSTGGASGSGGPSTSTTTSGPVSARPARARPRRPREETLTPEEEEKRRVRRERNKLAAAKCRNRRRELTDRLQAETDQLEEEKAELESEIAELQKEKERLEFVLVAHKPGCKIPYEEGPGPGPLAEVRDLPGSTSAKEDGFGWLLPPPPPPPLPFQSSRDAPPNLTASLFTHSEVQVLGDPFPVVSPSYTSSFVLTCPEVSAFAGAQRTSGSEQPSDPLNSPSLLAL
HTR5A inv ag: HTR5A inverse agonism, opioid heterodimer counter-screen. HTR5A cell line, luminescence. inhibition, % at 9.3 µM. hit rate 0.083% among 340,000. AID 504634; in the data active = inhibition mostly above about 23%, no sharp cut-off; inactive = mostly below about 18%;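 note: 0% = cells with DMSO and 100% = no-cell wells with DMSO; some compounds called inactive have numbers as strong as hits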
Target sequence (P47898 whole entry, looked up): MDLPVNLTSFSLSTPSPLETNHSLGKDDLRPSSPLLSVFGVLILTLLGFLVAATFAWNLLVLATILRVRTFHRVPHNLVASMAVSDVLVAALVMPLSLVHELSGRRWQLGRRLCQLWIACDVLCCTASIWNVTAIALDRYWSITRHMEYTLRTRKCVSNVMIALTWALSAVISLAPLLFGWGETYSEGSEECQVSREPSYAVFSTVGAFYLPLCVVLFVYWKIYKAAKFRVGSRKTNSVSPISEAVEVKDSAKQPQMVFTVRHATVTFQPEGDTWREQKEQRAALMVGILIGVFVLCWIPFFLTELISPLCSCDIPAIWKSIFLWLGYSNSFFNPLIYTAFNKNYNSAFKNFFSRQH
Wnt act: activators of Wnt/beta-catenin signaling; Wnt/beta-catenin reporter cell assay, activator, plate reader; activation, % at 9.35 µM; hit rate 1.2% among 300,000; AID 743398; in the data active = activation above about 30%, passing the limit was not always enough; inconclusive = no clear call, values can overlap the other calls;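 note: 0% = neutral control wells and 100% = positive control wells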
MITF act: activators of MITF-driven TRPM1 promoter activity in SK-MEL-5 cells. SK-MEL-5 TRPM1-promoter luciferase, 24 h; % of positive control, neutral wells = 0. activation, % at 12.5 µM. hit rate 0.75% among 300,000;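 active = mean activation of at least 80% with every replicate also reaching 80%; inconclusive = mean reaches 80% but some replicate falls short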;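 note: 0% = neutral control wells and 100% = parthenolide positive control wells; values of inactives mirror those of a sister screen read the other way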
CDK5 p35 inh: blocks human CDK5/p35 kinase activity | Recombinant CDK5/p35, ADP-Glo luminescence, 60 min | Q00535+Q15078 | hit rate 0.01% among 330,000 | inhibition, % at 10 µM;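 active = highest replicate inhibition of at least 50% and at least 75% of replicates reaching 50%; inconclusive = only one of the two criteria met; inactive = both criteria failed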;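 note: plate controls were DMSO neutral control for no effect and GW8510 at 10 µM for full effect; many of its hits are not listed in these tables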
SR-BI DiI inh: blocks mouse SR-BI lipid uptake from DiI-HDL; Q61009; ldlA[mSR-BI] CHO cells, DiI-HDL uptake fluorescence, 3 h; inhibition, % at 12.5 µM; hit rate 0.96% among 320,000; AID 488896;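 active = mean replicate inhibition of at least 70% and a set share of replicates each scoring 70 or more; inconclusive = meets just one of the two criteria; inactive = fails both criteria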;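 note: 0% = median of neutral control wells and 100% = median of positive control wells; values of inactives mirror those of a sister screen read the other way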
PvdQ inh: blocks Pseudomonas aeruginosa PvdQ acylase activity; hit rate 0.063% among 340,000; purified PvdQ acylase, fluorescence plate reader; AID 488965; inhibition, % at 10 µM; in the data active = inhibition above about 30%, passing the limit was not always enough; inconclusive = no clear call, values can overlap the other calls;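 note: 0% = vehicle neutral wells and 100% = reference inhibitor wells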
HTR5A ag ctr: counter-screen for OPRM1-OPRD1 agonists: human HTR5A agonism | HTR5A agonist assay, luminescence, cell-based | hit rate 0.61% among 340,000 | P47898 | activation, % at 9.3 µM; in the data active = activation mostly above about 9.5%, no sharp cut-off; inactive = mostly below about 7.6%;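 note: 0% = cells with vehicle only and 100% = reference agonist; strong numbers were not always called active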
V-ATPase pH: alters yeast V-ATPase proton transport; AID 504577; response, % at 10 µM; hit rate 0.37% among 350,000; S. cerevisiae, pHLuorin cytosolic pH fluorescence; in the data active = response mostly above about 7.3%, no sharp cut-off; inactive = mostly below about 5.4%; note: actives read high; inactives centre near 0; some compounds called inactive have numbers as strong as hits; reference of the scale not given here
NSD2 HMT inh: blocks human histone methyltransferase NSD2; inhibition, % at 12.5 µM; O96028; AID 743445; NSD2 peptide methylation, AlphaScreen, 120 min; hit rate 0.54% among 310,000; in the data active = inhibition above about 50%
Active calls of the source: *; ? = inconclusive; · = no result given.

SMILES | dFosB act | HTR5A inv ag | Wnt act | MITF act | CDK5 p35 inh | SR-BI DiI inh | PvdQ inh | HTR5A ag ctr | V-ATPase pH | NSD2 HMT inh
CC1CCCCC1NC(=O)COC(=O)/C=C/c1ccc2c(c1)OCO2 (stereo not given) | 4 | -9 | -11 | 7 | 0.1 | -6 | -4 | 3 | 6 | -2
COc1ccc(NC(=S)NCCN2CCC(C)CC2)cc1Cl | -18 | 8 | 19 | -1 | -0.5 | -9 | -25 | 2 | -1 | 3
COc1ccc(S(=O)(=O)N(C)CC(=O)NCc2ccccc2)cc1OC | -1 | 19 | 1 | -9 | -1.1 | -44 | 11 | -5 | -2 | -1
COc1cc2cnc(-c3ccsc3)cc2cc1OC | 9 | -64 | -2 | -15 | 1.9 | 47 | -4 | 22* | -7 | ·
CCN1C(=O)C(CC(=O)Nc2c(C)cccc2C)SC1=Nc1ccc(S(N)(=O)=O)cc1 (stereo not given) | 5 | 2 | -2 | 6 | 1.0 | 21 | -7 | 0 | 1 | -2
CN1CCN(NC(=O)NC2CCCCC2)CC1 | -4 | -3 | -1 | 0 | -2.5 | 1 | -9 | -3 | 0 | 1
COc1ccc(NC(=O)c2ccc3c(c2)C(=O)N(CC2CCCO2)C3=O)c(OC)c1 (stereo not given) | -4 | -8 | -2 | 0 | 1.0 | 32 | 3 | -2 | -6 | ·
Cc1cc(=O)[nH]c2ccccc12 | -4 | 20 | · | -5 | 0.1 | -3 | -4 | 1 | -1 | 1
Cc1ccc(-c2csc(=S)[nH]2)cc1 | 0 | -20 | 0 | 75 | 5.2 | 9 | -5 | 3 | 4 | 3
COc1ccc(S(=O)(=O)Nc2cc3c4c(c2)CC(=O)N4CCC3)cc1 | -13 | -13 | 0 | -12 | -1.0 | -8 | -6 | 2 | 0 | 0
Cc1ccccc1OCC(=O)OCC(=O)c1ccc[nH]1 | 5 | 1 | 3 | 9 | -2.6 | 3 | 6 | 0 | -1 | -1
COc1ccc(NC(=O)Cn2nnc(-c3ccccc3NC(=O)c3ccco3)n2)cc1 | 26* | 1 | · | -22 | 0.8 | 27 | -3 | 0 | 1 | -1
COc1ccc(C(=O)CSc2nnc(CN3CCCCC3)n2-c2ccc(F)cc2)cc1 | -15 | -2 | -9 | -7 | 1.0 | 38 | 1 | 1 | 2 | 5
CCCc1cc(C(=O)NCc2ccccc2)no1 | -6 | 12 | 5 | · | 0.0 | 9 | -7 | -4 | 1 | ·
CCn1c(SCC(=O)NC2CCCC2)nnc1-c1ccccn1 | 2 | -4 | 1 | -3 | -1.1 | -16 | -14 | 1 | 4 | -4
COc1ccc(-n2c(=O)n(Cc3ccccc3)c(=O)c3[nH]cnc32)cc1 | 8 | 12 | 1 | 1 | 0.3 | -27 | -5 | -12 | -2 | 2
O=C(NCC1CCCN(Cc2cccc(OCCO)c2)C1)c1ccc(F)cc1 (stereo not given) | 1 | 14 | 4 | 12 | -1.0 | · | 0 | 0 | 1 | -19
N#Cc1c(N)nc2c3c(sc(=N)c2c1N)NC(=O)CC3c1c(F)cccc1Cl (stereo not given) | ? | 6 | -7 | -8 | -1.0 | 33 | 4 | -2 | -3 | -1
COc1ccc(C(=O)Nc2nnc(-c3cccs3)s2)cc1 | -7 | -4 | · | -15 | -0.3 | -20 | -11 | 3 | -8 | -1
O=C(CCN1C(=O)c2ccccc2C1=O)N1CCN(Cc2ccc(Cl)cc2Cl)CC1 | -7 | -23 | -5 | · | -2.5 | 11 | 10 | 0 | 4 | 2
Cc1cc(C)c2[nH]c(=S)cc(C)c2c1 | 7 | 1 | -3 | 4 | -1.1 | -32 | -3 | 1 | -2 | 2
O=S(=O)(c1ccccc1)N1CCN(C(=S)Nc2ccc(F)cc2)CC1 | -10 | -10 | · | 0 | -0.2 | 0 | -14 | -1 | 0 | 0
COc1cc(NC(=O)c2cccc(NC3=NC4CS(=O)(=O)CC4S3)c2)cc(OC)c1OC (stereo not given) | 5 | -9 | -3 | · | -1.8 | -23 | -8 | 1 | -1 | ·
CCOC(=O)C1(Cc2ccc(OC)cc2)CCN(C(=O)Cn2cnnn2)CC1 | 2 | 8 | 3 | 28 | -7.3 | -18 | 1 | -8 | 1 | -2

Overlap with the part before: two compounds; new compounds follow.
SMILES | dFosB act | HTR5A inv ag | Wnt act | MITF act | CDK5 p35 inh | SR-BI DiI inh | PvdQ inh | HTR5A ag ctr | V-ATPase pH | NSD2 HMT inh
COc1cc(NC(=O)c2cccc(NC3=NC4CS(=O)(=O)CC4S3)c2)cc(OC)c1OC (stereo not given) | 5 | -9 | -3 | · | -1.8 | -23 | -8 | 1 | -1 | ·
CCOC(=O)C1(Cc2ccc(OC)cc2)CCN(C(=O)Cn2cnnn2)CC1 | 2 | 8 | 3 | 28 | -7.3 | -18 | 1 | -8 | 1 | -2
CC1CCCN(C(=O)CN(C)S(=O)(=O)c2ccc3c(c2)c(=O)n(C)c(=O)n3C)C1 (stereo not given) | -5 | -15 | 0 | -2 | 0.6 | 13 | 4 | -1 | -1 | -1
O=C(N/N=C/c1cc(Br)cs1)c1c[nH]c2ccccc12 | 2 | -7 | 24 | · | 0.8 | 3 | -2 | 1 | -2 | 1
Cc1ccc(NC(=S)N(CCN2CCOCC2)Cc2cc3cc4c(cc3[nH]c2=O)OCO4)cc1 | -8 | 7 | 0 | 9 | -0.5 | -3 | -14 | 0 | -3 | 1
C[C@@H](C(=O)N[C@@H](Cc1ccccc1)C(=O)O)n1nnc2ccccc2c1=O | 0 | 7 | -1 | 5 | -6.6 | -19 | -4 | -3 | 4 | 2
Cc1ccc(C)c(S(=O)(=O)N2C(=S)NC(=O)C2CC(C)C)c1 (stereo not given) | -4 | 9 | · | -4 | -1.3 | -4 | -12 | -1 | 3 | 0
N#Cc1ccsc1NC(=O)COC(=O)CCCSc1nc2ccccc2s1 | -6 | 4 | 1 | -11 | 2.6 | -6 | 9 | -2 | -1 | -2
COC(=O)CC1C(=O)NCCN1C(=S)Nc1cc(C)cc(C)c1 (stereo not given) | 9 | 6 | · | 10 | 0.3 | -8 | -15 | -2 | 0 | -2
C=CCn1c(SCC(C)=O)nc2sc3c(c2c1=O)CCC3 | 10 | -15 | 1 | -9 | -0.4 | 8 | -4 | 4 | 0 | -1
N#C/C(=C\c1ccc(Cl)cc1)c1n[nH]c(Cn2cncn2)n1 | -2 | -13 | · | 3 | -1.5 | -30 | 6 | 1 | -2 | 4
c1ccc(-c2nc(NCc3cccs3)c3ccccc3n2)cc1 | -9 | -5 | -2 | -17 | -0.7 | -7 | -12 | 11 | 0 | -4
CCOC(=O)c1ccc(CC2S/C(=C(\C#N)C(C)=O)NC2=O)cc1 (stereo not given) | -5 | -19 | 1 | · | -0.7 | 5 | -3 | 5 | -2 | -4
Cc1[nH]c(C)c(S(=O)(=O)N2CCC(C)CC2)c1C(=O)N1CCCC1 | -3 | -3 | -2 | -2 | -0.5 | -12 | 0 | 1 | 0 | -2
CC([NH2+][O-])C(C)(C)NO (stereo not given) | -12 | -4 | -1 | 1 | 1.0 | -21 | -1 | -6 | 5 | 13
O=S(=O)(Nc1ccc(N=Nc2ccccc2)cc1)c1ccccc1 | -3 | 18 | · | 5 | 2.4 | -8 | 6 | -7 | -1 | 2
Cc1ccc(CN(C)c2ccc(S(=O)(=O)N3CCCC3)cn2)cc1 | -13 | 6 | 0 | -6 | 2.7 | -20 | -4 | -2 | -3 | -14
CC(C)n1c(SC2CCOC2=O)nc2ccccc21 (stereo not given) | -4 | 24 | -4 | -1 | -0.4 | -1 | -14 | -2 | 4 | -1
O=C(NCC(=O)N(CC1CCCO1)C(C(=O)NC1CCCCC1)c1ccccc1)c1cccs1 (stereo not given) | -8 | -1 | 0 | -1 | 6.7 | -35 | 11 | 2 | -3 | ·
CN(C)C(=O)c1ccc(NC(=O)COC(=O)CC23CC4CC(CC(Br)(C4)C2)C3)cc1 | -6 | -1 | -5 | 2 | 2.1 | -43 | 12 | 0 | -7 | 11
CCCC(=O)NC1CCCc2c1cnn2-c1ccc(C)c(C)c1 (stereo not given) | -3 | 0 | 10 | · | -0.2 | 13 | 2 | -1 | 3 | -14
Cc1ccc(S(=O)(=O)N2CCCOC2CNC(=O)C(=O)NCCCn2ccnc2)cc1 (stereo not given) | -9 | 1 | -1 | -10 | -1.4 | -12 | 2 | 0 | 3 | -1
CSc1cccc(NS(=O)(=O)c2ccc(C(C)=O)cc2)c1 | -3 | -10 | 0 | -7 | -0.6 | · | 2 | 0 | 1 | 3
O=C1CCc2cc(S(=O)(=O)N3CCC(C(=O)Nc4nccs4)CC3)ccc2N1 | -3 | -26 | -4 | 0 | -0.4 | -10 | 3 | 9 | 3 | ·
NC(=O)c1ccc(NC(=O)COC(=O)C2(c3ccccc3F)CCCC2)cc1 | -10 | -3 | 5 | -6 | 0.7 | 3 | -5 | 1 | -1 | 1
Cn1c(=O)oc2cc(S(=O)(=O)N3CCOCC3)ccc21 | 4 | -41 | · | -2 | 2.4 | -39 | -9 | 2 | -2 | ·
COC(=O)[C@H](CCSC)NS(=O)(=O)c1ccccc1Br | 5 | 7 | -2 | 9 | 1.8 | 6 | -5 | -3 | 3 | ·
CCn1c(SCc2ccccc2)nc2cc(OC)c(OC)cc2c1=O | -10 | -9 | -1 | -9 | -3.4 | 60 | 1 | 3 | 7 | 0
O=C(Nc1cc(F)cc(F)c1)c1ccc(NCCCN2CCCCCC2)c([N+](=O)[O-])c1 | 0 | -5 | -3 | 7 | 1.8 | -5 | 0 | 2 | 0 | 16
CCCc1nnc(N2C(=O)c3cccc4cccc(c34)C2=O)s1 | -4 | -9 | -5 | -5 | 0.4 | 29 | 6 | 3 | -4 | -1
CCNC(=S)N1CCC(C(=O)c2ccc(Cl)cc2)CC1 | -4 | 5 | 0 | -6 | 1.0 | 2 | -16 | -1 | 0 | 37
Cc1onc(-c2c(F)cccc2Cl)c1C(=O)NCc1ccc(F)cc1 | 0 | -19 | 2 | 1 | 0.8 | 18 | -16 | 5 | -3 | -2
CCCCS(=O)CC(COc1ccc(Cl)cc1)OC(=O)c1ccccc1 (stereo not given) | -12 | -18 | 22 | -3 | 0.0 | 8 | 2 | 1 | 0 | -3
CC(=O)NC(=S)Nc1ccc(S(=O)(=O)N(C)Cc2ccccc2)cc1 | -3 | -4 | -3 | 6 | 2.1 | 35 | -6 | 2 | 1 | -5
O=C(O)CCn1ccnc1-c1ccccc1 | 3 | -5 | · | 8 | 0.2 | -22 | -15 | -4 | 0 | ·
O=C(CSc1nc2[nH]ncc2c(=O)[nH]1)Nc1ccccc1C(F)(F)F | -11 | -1 | 0 | 14 | -0.2 | -8 | -7 | 0 | 0 | -1
CC(=O)c1cccc(NC(=O)c2ccc(NS(C)(=O)=O)cc2)c1 | -12 | 1 | 0 | 12 | 1.3 | · | -10 | 0 | 1 | 0
O=C(NCc1ccc2c(c1)OCO2)c1cccc(Cl)c1 | 0 | -39 | · | 10 | 1.2 | -3 | -11 | 7 | 2 | -2
Cc1ccc(NCCC(=O)c2cccs2)cc1Cl | 2 | -11 | 19 | 29 | 1.0 | -16 | -1 | -3 | 2 | -8
CCOC(=O)C1CCN(S(=O)(=O)c2cc(Br)cc3c2N(C(=O)C2CC2)CC3)CC1 | -12 | 15 | -2 | 0 | 2.5 | 0 | 6 | -6 | -4 | -1
